Assay outcomes from PubChem.
M. tuberculosis GlmU: inhibition of mycobacterial GlmU enzyme – biochemical, glucosamine-1-phosphate acetyltransferase (AID 1376); M. tuberculosis GlmU acetyltransferase enzyme assay; higher % means a stronger effect; one-dose inhibition, %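 (tested at 30 µM in the primary screen)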; IC50 in µM for titrated hits; hit rate 0.25% among 220,000; in the data active = inhibition above about 13%; inconclusive = no clear call, values can overlap the other calls;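 also: 0% = complete reaction with vehicle and 100% = reaction without substrate; strong numbers were not always called active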
RmlCD inh 1536: M. tuberculosis RmlC/RmlD inhibition; inhibition, % at 3.6 µM; P9WH09+P9WH11; AID 1533; hit rate 0.03% among 160,000; RmlC+RmlD coupled enzyme assay, percent inhibition; primary screen in compound mixtures; in the data active = inhibition mostly above about 34%, no sharp cut-off; inconclusive = no clear call, values can overlap the other calls; inactive = mostly below about 22%; also: some results filed as inactive read as strong as hits
Target sequence (P9WH09 whole entry, looked up): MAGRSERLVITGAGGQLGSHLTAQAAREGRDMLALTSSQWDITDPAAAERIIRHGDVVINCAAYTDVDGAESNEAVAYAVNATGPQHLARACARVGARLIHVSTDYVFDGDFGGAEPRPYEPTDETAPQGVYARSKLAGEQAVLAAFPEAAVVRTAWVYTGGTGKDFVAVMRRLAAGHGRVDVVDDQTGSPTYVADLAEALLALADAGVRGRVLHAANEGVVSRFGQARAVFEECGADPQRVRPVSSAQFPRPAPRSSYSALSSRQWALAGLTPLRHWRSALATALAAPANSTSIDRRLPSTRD
Target sequence (P9WH11 whole entry, looked up): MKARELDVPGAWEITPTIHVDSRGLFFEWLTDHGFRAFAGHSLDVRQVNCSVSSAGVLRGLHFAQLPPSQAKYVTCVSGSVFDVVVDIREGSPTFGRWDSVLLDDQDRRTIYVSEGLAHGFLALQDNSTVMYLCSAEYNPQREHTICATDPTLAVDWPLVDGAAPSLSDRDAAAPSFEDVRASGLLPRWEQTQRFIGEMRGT
The depositor's hits bear a star; ? = inconclusive; . = no result given; & = joins results of further samples. The list is partial. The share of hits here may be higher or lower than overall.

No.	mol	M. tuberculosis GlmU	RmlCD inh 1536
1	NC(=O)CSc1nnc(-c2cccc(S(=O)(=O)N3CCCCC3)c2)o1	-1.1%	19
2	CCO[C@@H]1OC(C(N)=O)=C[C@H](c2ccc(Br)cc2)[C@H]1CCCO	2.3%	.
3	CCNC(=O)/C(C#N)=C/c1c(N2CCN(Cc3ccc4c(c3)OCO4)CC2)nc2c(C)cccn2c1=O	-1.5%	79
4	NC(=O)c1ccc[n+](Cc2ccccc2)c1	-0.6%	5
5	COc1ccc(/C(C)=N/NC(=O)c2ccc(N(C)C)cc2)cc1	.	1
6	COc1cccc(NC(=O)Cn2c(=O)oc3ccccc32)c1	-5.2%	5
7	COC(=O)c1cc(NC(=O)c2cc(C)oc2C)cc(C(=O)OC)c1	0.4%	.
8	C=CCNC(=O)c1cc2c(=O)n3cc(C)ccc3nc2nc1NCC1CCCO1 (stereo not drawn)	-1.5%	6
9	COc1ccccc1NC(=O)COc1ccccc1C(=O)Nc1ccccc1	-6.5%	-10
10	COc1ccccc1CNC(=O)C(CCSC)NS(=O)(=O)c1ccc2c(c1)oc(=O)n2C (stereo not drawn)	0.9%	.
11	CC(=O)OC(C(=O)N1CCN(c2ccccc2F)CC1)c1ccccc1 (stereo not drawn)	-2.2%	-6
12	CSc1nnc(-c2ccc(C(F)(F)F)nc2C)o1	2.0%	15
13	OCCC1CN(C2CSCCSC2)CCN1Cc1ccccc1 (stereo not drawn)	-4.6%	.
14	Oc1ccc2oc3c(c2c1)CCCC3	-1.1%	2
15	O=C(c1ccc(Cl)cc1)C1C2C(=O)N(c3ccccc3)C(=O)C2C2CCCN21 (stereo not drawn)	4.0%	4
16	CC1(C)CC(=O)C=C(NNC(=O)C2CCCCC2)C1	-3.0%	.
17	CS(=O)(=O)c1cccc(NC(=O)C2CC2)c1	1.9%	4
18	O=C(Nc1nnc(Cc2ccccc2)s1)c1cnccn1	-3.5%	1
19	Cc1cc(N)n2nc(C(F)(F)F)nc2n1	4.1%	-1
20	CC(C)N(C(=O)C(=O)c1cccn1-c1ccccc1C#N)C(C)C	0.8%	-21
21	O=C1CCCc2ccccc2N1Cc1ccccc1	0.8%	-11
22	Cn1cc(CCC(=O)N2CCC3(CC2)OCCO3)c2ccccc21	0.8%	8
23	CCc1nnc(NC(=O)c2cc(S(=O)(=O)N3CCN(c4ccccc4)CC3)ccc2Cl)s1	-1.6%	.
24	Cc1sc2ncnc(Sc3ccccc3C(=O)Nc3ccc(Br)cc3)c2c1C	-3.8%	11
25	NC(=O)c1ccccc1NC(=O)Nc1cccc(Cl)c1	14%*	-9
26	O=C(COc1ccccc1)Nn1cnc2ccccc21	9.1%	5
27	CC(C)OCCCn1c(-c2ccc(Br)cc2)c[nH]c1=S	8.1%	5
28	Cc1ccc(S(=O)(=O)Oc2cccc(/C=N/n3cnnc3)c2)cc1	0.5%	-2
29	CC1(C)Cc2c(sc3c2c(=O)n(-c2ccc(Cl)cc2)c(=O)n3CC(N)=O)CO1	-4.1%	7
30	CNC(=O)COC(=O)/C=C/c1ccco1	-0.3%	-9

The closing 4 records of the part before come first, to join the parts.
No.	mol	M. tuberculosis GlmU	RmlCD inh 1536
27	CC(C)OCCCn1c(-c2ccc(Br)cc2)c[nH]c1=S	8.1%	5
28	Cc1ccc(S(=O)(=O)Oc2cccc(/C=N/n3cnnc3)c2)cc1	0.5%	-2
29	CC1(C)Cc2c(sc3c2c(=O)n(-c2ccc(Cl)cc2)c(=O)n3CC(N)=O)CO1	-4.1%	7
30	CNC(=O)COC(=O)/C=C/c1ccco1	-0.3%	-9
31	Fc1ccc(C2CC(c3ccco3)=NN2c2ccccc2)cc1 (stereo not drawn)	-3.2%	1
32	O=S(=O)(c1ccc(OCC(O)CNC23CC4CC(CC(C4)C2)C3)c(Cl)c1)N1CCOCC1 (stereo not drawn)	-1.0%	4
33	CC(C)C(NC(=O)c1ccc(F)cc1)C(=O)OCC(=O)N1CC(=O)Nc2ccccc21 (stereo not drawn)	-3.3%	-11
34	CCOC(=O)C1=C(C)NC2=C(C(=O)CC(C)(C)C2)C1c1cccc(C)n1 (stereo not drawn)	7.9%	53
35	CC1CCN(C(=O)Oc2ccccc2)CC1	5.9%	5
36	CC1CCCN(C(=O)c2cc3c(-c4ccc(Cl)cc4)nn(C)c3s2)C1 (stereo not drawn)	3.1%	0
37	COc1ccc(CN2CCOCCOCCOCCOCC2)cc1	3.8%	?
38	CC(C)CCN1CCN(Cc2cn[nH]c2C2CCCCC2)CC1CCO (stereo not drawn)	-0.8%	-14
39	CCN(CC)CCCNC(=O)c1[nH]c(C)c(C(=O)NC2CCCCC2)c1C	-2.0%	-5
40	COc1ccccc1CC(=O)Nc1ccc2c(c1)C(=O)NC2=O	-1.8%	11
41	CC(C)(C)N1CCC1CN (stereo not drawn)	-10%	-10
42	COc1ccc(-n2c(C)cc(/C=C3\C(=O)NN(c4ccccc4)C3=O)c2C)cc1	-0.5%	-12
43	CCOC(=O)c1c(C2COc3ccccc3O2)csc1NC(=O)c1ccccc1 (stereo not drawn)	3.8%	4
44	O=C(COC(=O)/C=C/c1ccccc1Cl)NCc1ccco1	-7.6%	-19
45	COC(=O)c1ccc(Cn2nc(C)c([N+](=O)[O-])c2C)o1	2.0%	12
46	CN1/C(=N\O)c2cccc3cccc1c23	5.9%	.
47	O=C(NCc1ccccc1)c1onc(CSc2ccc(Cl)cc2)c1C(=O)NCc1ccccc1	-1.7%	.
48	COc1ccc(CN2C(=O)CS/C2=N/N=C/c2cccs2)cc1	-2.6%	4
49	COc1ccc(-c2nnc(Nc3nc4c(OC)cccc4s3)o2)c(OC)c1	2.1%	7
50	OCCN1CCN(C(=S)Nc2ccc(Oc3ccccc3)cc2)CC1	1.9%	-6
51	COc1ccc(CCNS(=O)(=O)c2ccc(C3CNC(=O)C3)cc2)cc1OC (stereo not drawn)	1.9%	2
52	C/C(=N\N=C(/N)SC1CC(=O)N(c2ccc(Cl)cc2)C1=O)c1cccs1 (stereo not drawn)	-1.7%	.
53	Cc1ccc(N2CC(C(=O)NCc3cccnc3)CC2=O)cc1 (stereo not drawn)	3.2%	.
54	CCOC(=O)NC(=O)c1cn(Nc2ncc(Cl)cc2C(F)(F)F)c(=O)[nH]c1=O	0.9%	-9
55	Cc1nc2c(c(C)nn2-c2ccccc2)c(C)c1Cl	-5.2%	.
56	COC(=O)c1ccc(OCC(O)CN(CCO)CCO)cc1 (stereo not drawn)	-0.1%	.
57	Cc1c(C(=O)NCc2ccc3c(c2)OCO3)oc2ccc(S(=O)(=O)N3CCCC3)cc12	-0.4%	-2
58	CCCCOc1ccccc1NC(=O)c1ccc(=O)[nH]c1	2.0%	-2
59	CC(C)C/C=C1\CCc2c([nH]c3ccccc23)C1=O	-1.0%	8
60	FC(F)(F)c1cccc(-c2ccn3ncnc3n2)c1	-0.8%	.
61	O=C(/C=C/c1ccccc1)N1CCN(S(=O)(=O)c2ccc(F)cc2)CC1	-2.4%	.
62	CCO[C@H]1OC(C(=O)N2CCN(Cc3ccc4c(c3)OCO4)CC2)=C[C@@H](C(C)(C)C)[C@@H]1CCCO	2.4%	.
63	O=C1CC(N2CCN(c3ccc(O)cc3)CC2)C(=O)N1Cc1cccs1 (stereo not drawn)	9.6%	.
64	CC(C)NC(=O)C1CCCN(S(=O)(=O)c2cccs2)C1 (stereo not drawn)	-2.5%	-5
65	CCOc1ccc(C(=O)c2cnc3ccccc3c2N2CCN(CC)CC2)cc1	-1.4%	-6
66	CCn1cc(C(=O)O)c(=O)c2ccc(C)nc21	-2.4%&2.6%	.
67	C[C@@H]1CCC[C@@]2(O[C@@H](CCO)C[C@@H](O)[C@@H]2O)O1	0.6%	.
68	Cc1c(-c2ccccc2)[nH]n2c(=O)c3c(nc12)CCCC3	12%	5
69	O=S(=O)(c1ccc(F)cc1)N1CCC(N2CCCC2)CC1	1.2%	-4
70	COc1ccc(Oc2ncnc3c2oc2ccc(Br)cc23)cc1	-4.6%	.
71	CC1CCN(S(=O)(=O)c2ccc(NC(=O)Cn3nnc(-c4ccccc4)n3)cc2)CC1	-9.2%	24
72	CN1CCN(S(=O)(=O)c2ccc(Sc3nc4ccccc4[nH]3)c3nsnc23)CC1	-2.5%	-10
73	Cc1ccc(NC(=O)CS(=O)CC(=O)Nc2ccc3c(c2)OCO3)cc1Cl (stereo not drawn)	3.5%	.
74	COc1ccccc1-c1nnc(SCC(=O)Nc2cc(C)on2)o1	2.0%	4
75	O=C1NC(=O)c2cc(NC(=O)C3CCCCC3)ccc21	2.5%	3
76	COc1ccccc1NC(=O)c1cc(C(=O)Nc2ccccc2OC)cc(N2C(=O)CCC2=O)c1	-3.7%	-5
77	Cc1ccccc1OCCCCn1c(CO)nc2ccccc21	.	-17
78	CN1CCN(C(=O)CCN2C(=O)S/C(=C/c3ccc(Cl)cc3)C2=O)CC1	-3.0%	3
79	Cc1nn(C)cc1/C=N/NC(=O)Cn1nnc(N)n1	-7.0%	-1
80	O=C(N/N=C1\SCC(=O)N1CCc1ccccc1)c1cccs1	2.9%	-9
81	Cc1ccc(-n2c(CNc3ccc(F)cc3)nnc2SCC(=O)NCc2ccco2)cc1	1.4%	37
82	COCCNC(=O)/C(C#N)=C/c1c(N2CC(C)OC(C)C2)nc2ccccn2c1=O (stereo not drawn)	1.9%	7
83	CCOC(=O)c1cn2nc(N3CCCCC3)ccc2n1	6.4%	-4
84	Clc1ccc(-c2nnc3c4ccccc4nc(N4CCOCC4)n23)cc1Cl	.	-9
85	Cc1nnc(NC(=O)NCN2C(=O)C3C4C=CC(C4)C3C2=O)s1 (stereo not drawn)	-0.6%	4
86	CCCn1nnc(NC(=O)COc2ccc(Cl)cc2)n1	4.7%	12
87	COC(=O)/C(=C\c1ccc([N+](=O)[O-])o1)NC(=O)c1ccccc1	-5.8%	.
88	COc1ccc(-c2nnnn2C(C)C)cc1	4.2%	-8
89	CC(CCc1ccccc1)NC(=O)COC(=O)CC1CC2CCC1C2 (stereo not drawn)	1.3%	-13
90	CCOc1ccc(/C=C/C(=O)Nc2ccc3[nH]c(=O)[nH]c3c2)cc1	0.7%	.

Reformatted: entries from further up
[69] O=S(=O)(c1ccc(F)cc1)N1CCC(N2CCCC2)CC1
  M. tuberculosis GlmU = 1.2%
  RmlCD inh 1536 = -4
[70] COc1ccc(Oc2ncnc3c2oc2ccc(Br)cc23)cc1
  M. tuberculosis GlmU = -4.6%
  RmlCD inh 1536 = .
[71] CC1CCN(S(=O)(=O)c2ccc(NC(=O)Cn3nnc(-c4ccccc4)n3)cc2)CC1
  M. tuberculosis GlmU = -9.2%
  RmlCD inh 1536 = 24
[72] CN1CCN(S(=O)(=O)c2ccc(Sc3nc4ccccc4[nH]3)c3nsnc23)CC1
  M. tuberculosis GlmU = -2.5%
  RmlCD inh 1536 = -10

The listing continues.
No.	mol	M. tuberculosis GlmU	RmlCD inh 1536
91	CCOC(=O)N1CCC(N(CCN(C)C)C(=S)Nc2ccc(OCC)cc2)CC1	5.3%	6
92	COc1ccc(C(=O)NCCn2ccc3ccccc32)cc1OC	5.6%	-7
93	CCOc1ccc(NC(=O)CC)cc1	7.6%	8
94	Fc1ccc(NC(=S)N2CCCc3ccccc32)cc1	-2.2%	14
95	CC(=O)Nc1cccc(OCC(=O)/C=C2\N(C)c3ccccc3C2(C)C)c1	3.2%	12
96	COc1ccc2c(c1)sc(=N)n2CC(=O)Nc1cc(C)cc(C)c1	-0.3%	.
97	Cc1cc(=O)nc2c3ccccc3n(C(C)C(=O)NCCC(C)C)n12 (stereo not drawn)	-7.1%	.
98	CCn1c2ccccc2c2cc(NC(=O)N3CCOCC3)ccc21	2.4%	13
99	Cc1ccc2c(c1)N(Cc1ccncc1)C(=O)C(C)O2 (stereo not drawn)	5.3%	.
100	CCOC(=O)N1CCC(N2Cc3cccc(C(=O)NCc4ccccn4)c3C2=O)CC1	5.2%	.
101	COc1ccc(C(=O)N/N=C/c2ccc(OC(=O)c3cccs3)cc2)cc1	4.2%	-4
102	CC(CCc1ccccc1)NC(=O)c1cc2sccc2n1C (stereo not drawn)	0.7%	.
103	Cc1ccc(C(=O)/C=C\C(=O)c2ccc(C)cc2)cc1	1.0%	-1
104	COc1ccc(-n2nnnc2-c2cccnc2)cc1	-2.0%	.
105	O=C(Nc1nc(-c2ccc(S(=O)(=O)N3CCCC3)cc2)cs1)c1cccs1	1.7%	.
106	Cc1ccccc1NC(=O)OCCN1CCN(Cc2ccccc2)CCC1=O	-4.2%	.
107	CCCN(CCC)C1CCc2cccc(O)c2C1 (stereo not drawn)	-0.6%	.
108	COC(=O)C1C(O)=C(C=NCC(C)N=CC2=C(O)C(C(=O)OC)C(C)(C)CC2=O)C(=O)CC1(C)C (stereo not drawn)	2.9%	.
109	COC(=O)C1CCN(C(=O)COC(=O)CC(NC(N)=O)c2ccc(Cl)cc2)CC1 (stereo not drawn)	5.0%	7
110	CCC(=O)Oc1ccc(C(=O)Nc2cccc(C(=O)NC(C)(C)C)c2)cc1	-5.3%	-10
111	N#Cc1c(N)nc2c3c(sc(=N)c2c1N)NC(=O)CC3c1c(F)cccc1Cl (stereo not drawn)	1.4%	.
112	CNC(=O)NNC(=O)c1nc(-c2ccccc2)c(C)o1	0.1%	44
113	COc1ccc2nc(NC(=O)C3COc4ccccc4O3)sc2c1 (stereo not drawn)	0.8%	8
114	Cc1ccc(C2C(/C=C3/SC(=S)NC3=O)=C(c3cccs3)Oc3ccccc32)cc1 (stereo not drawn)	4.5%	-7
115	CC1(C)CC(NC(=O)c2ccccn2)CC(C)(C)N1O	-2.3%	4
